# PDI turbidity – inhibitors of human PDI, primary screen, biochemical, turbidity, single point, plate reader | 350,000 compounds, 0.052% hits | inhibition, % at 10 µM | AID 588391, 2011 | PDI insulin aggregation turbidity, A650, 90 min;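 active = mean inhibition across replicates of 30% or more, whatever share of single replicates reach that level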;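 note: absorbance from insulin aggregation driven by PDI reduction with DTT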
# Target sequence (P07237 whole entry, looked up): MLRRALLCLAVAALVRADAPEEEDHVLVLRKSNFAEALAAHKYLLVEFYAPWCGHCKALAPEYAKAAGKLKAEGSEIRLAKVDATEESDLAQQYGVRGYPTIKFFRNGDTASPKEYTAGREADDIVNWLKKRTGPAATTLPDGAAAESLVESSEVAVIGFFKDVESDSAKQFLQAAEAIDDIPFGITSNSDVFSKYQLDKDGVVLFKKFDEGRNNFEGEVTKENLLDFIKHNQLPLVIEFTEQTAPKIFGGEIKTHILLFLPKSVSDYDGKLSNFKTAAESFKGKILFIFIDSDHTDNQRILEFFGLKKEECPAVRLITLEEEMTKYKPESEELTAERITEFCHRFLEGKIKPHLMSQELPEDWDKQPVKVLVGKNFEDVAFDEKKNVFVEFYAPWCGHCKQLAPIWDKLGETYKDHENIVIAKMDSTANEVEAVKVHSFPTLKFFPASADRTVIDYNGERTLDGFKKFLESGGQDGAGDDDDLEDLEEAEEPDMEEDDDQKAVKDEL
# N-glyco inh – increase of ERlucT glycosylation luciferase signal, primary screen, N-linked glycosylation inhibitor project, D54 ERlucT cells, luminescence, set 2. reporter increase, % at 12.5 µM. D54 ERlucT glycosylation luciferase reporter, 24 h; percent of 100 nM tunicamycin response. 360,000 compounds, 0.23% hits;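 active = mean luciferase reporter signal, scaled so untreated is 0 and the glycosylation-blocking control 100, at or above a set limit in every replicate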;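 note: luciferase carries N-glycosylation sites so blocking glycosylation raises the light; 0% = median of neutral control wells and 100% = median of 100 nM tunicamycin wells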
# Granule exo inh – LAMP-1 surface exposure blockers, TALL-104 cells – cell-based, flow cytometry, MLPCN library, primary screen. TALL-104 LAMP-1 surface exposure; cells stimulated with thapsigargin and PMA. inhibition, % at 10 µM. 360,000 compounds, 0.66% hits. AID 651702, 2012;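 active = inhibition above about 55%, limit read from the data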
# iPSC survival up – enhancers of single-cell hiPSC survival, primary screen, ATPlite luminescence. 100% = ROCK inhibitor wells, 0% = DMSO. survival enhancement, % at 20 µM. 360,000 compounds, 0.044% hits; in the data active = survival enhancement above about 18%;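 note: cells exposed to compounds for 16 hours before the ATP read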
# ABCB6 inh MLPCN – ABCB6 transporter inhibitors, primary screen, K562-ABCB6 cells, flow cytometry, MLPCN library. ATP-binding cassette sub-family B member 6 (Homo sapiens), Q9NP58. K562-ABCB6 porphyrin accumulation, 1 h; stronger effect = lower value. fluorescence ratio to DMSO, % at 10 µM. 360,000 compounds, 0.19% hits. AID 602162, 2011;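 active = fluorescence ratio to DMSO below 75%, the collection mean minus 3 SD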;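 note: signal is porphyrin accumulated inside mitochondria; 100% equals median channel fluorescence of DMSO control wells; lower ratio means ABCB6 inhibition with less porphyrin fluorescence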
# CaV13 FRET inh – Primary screen for inhibitors of IQ motif and Ca2+-dependent inactivation inhibitor domain binding in CACNA1D, Förster resonance energy transfer in living cells, …; inhibition, % at 12.3 µM; 340,000 compounds, 0.098% hits; HEK cells, CFP/YFP FRET ICDI-IQ, plate reader, 10 min; percent FRET-ratio fall versus neutral wells;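 active = mean replicate inhibition of at least 30% and at least 1% of replicates passing that level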;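 note: 0% = median of the neutral control wells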
# aDG glyco up – activators of alpha-DG glycosylation, primary screen, uHTS, Pro5-aDG cells, AlphaScreen; alpha-DG glycosylation AlphaScreen (IIH6); 0% Pro5, 100% B10-LARGE cell signal; activation, % at 10 µM; 360,000 compounds, 0.22% hits; AID 624168, 2012;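 active = activation of at least 8% versus controls, or a plate z-score of at least 8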;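 note: Pro5 are CHO cells carrying HIG-tagged alpha-DG that lacks glycosylation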
# Vif inh – HIV Vif self-association inhibitors, primary screen, imaging, HEK293T, single point; 340,000 compounds, 0.35% hits; AID 602346, 2012; inhibition, % at 7.49 µM; HEK293T cells, Vif self-association by quenched fluorescence, 24 h; in the data active = inhibition above about 50%, passing the limit was not always enough; note: some results filed as inactive read as strong as hits
# HTR2A ag – mouse Htr2a agonists via beta-arrestin recruitment, primary screen, cell-based, luminescence | 5-hydroxytryptamine receptor 2A (Mus musculus), P35363 | CHO-K1 mHTR2A beta-arrestin complementation; percent of 30 µM serotonin response | activation, % at 7.6 µM | 360,000 compounds, 0.66% hits | AID 624169, 2012;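 active = activation above a run cutoff, the mean activation of all tested compounds plus 3 SD, cut at about 14% in these data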;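 note: 0% = plate median of compound wells and 100% = 30 µM serotonin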
# Target sequence (P35363 whole entry, looked up): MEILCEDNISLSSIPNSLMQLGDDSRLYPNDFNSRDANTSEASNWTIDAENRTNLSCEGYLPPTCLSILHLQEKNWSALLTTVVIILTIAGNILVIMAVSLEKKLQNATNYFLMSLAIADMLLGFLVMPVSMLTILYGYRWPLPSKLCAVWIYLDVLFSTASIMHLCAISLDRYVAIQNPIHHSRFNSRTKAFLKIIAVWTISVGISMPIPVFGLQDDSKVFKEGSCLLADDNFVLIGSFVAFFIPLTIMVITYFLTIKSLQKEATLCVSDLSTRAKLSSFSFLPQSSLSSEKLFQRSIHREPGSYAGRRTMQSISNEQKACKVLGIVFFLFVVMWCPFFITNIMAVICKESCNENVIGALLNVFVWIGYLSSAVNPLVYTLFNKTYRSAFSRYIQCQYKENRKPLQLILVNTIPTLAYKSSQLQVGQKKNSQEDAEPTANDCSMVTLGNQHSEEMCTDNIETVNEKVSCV
# Cardio protect – cardioprotection against H2O2-induced cell death, primary screen, uHTS, H9c2 cells, ATPLite luminescence; H9c2 cardiomyocytes, H2O2 injury protection, 2 h; protection from H2O2 cell death, % at 20 µM; 360,000 compounds, 0.63% hits;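 active = compounds giving at least 50% protection of heart cells from peroxide-induced death in the single-dose screen, raw or plate-pattern-corrected value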;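 note: 0% = DMSO wells with peroxide and 100% = DMSO wells without peroxide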
# Active calls of the source: *; . = no result given.
SMILES,PDI turbidity,N-glyco inh,Granule exo inh,iPSC survival up,ABCB6 inh MLPCN,CaV13 FRET inh,aDG glyco up,Vif inh,HTR2A ag,Cardio protect
Cc1ccccc1N(C(=O)c1csnn1)C(C(=O)NC1CCCCC1)c1ccncc1 (centres undefined),-3,1,10,0.0,97,-2,-0.2,-12,0,3
C[C@H]1CN([C@@H](C)CO)S(=O)(=O)c2ccc(C#Cc3cccnc3)cc2O[C@@H]1CN(C)C(=O)Nc1ccc2c(c1)OCO2,1,-2,-16,-1.6,93,-6,-0.1,1,1,20
O=C(CCc1nc2sc3c(c2c(=O)[nH]1)CCCC3)NCCc1ccc(Cl)cc1,7,1,-4,-1.6,95,-5,-0.1,-2,7,-2
Cc1cc(NC(=O)CSc2nc(N)c(NC(=O)c3ccccc3)c(=O)[nH]2)no1,-5,-1,-4,3.6,95,-7,-0.4,0,-2,-2
Nc1nn(-c2ccccc2)c(N)c1N=Nc1ccccc1F,4,1,0,-2.3,97,-3,-0.4,.,0,-10
Cc1cc(C(=O)Nc2nc3c(C)cccc3s2)c(C)o1,-1,1,0,2.5,102,.,0.2,2,-1,-2
O=C(COc1ccc(Cl)cc1Cl)NC(=O)c1ccccc1,0,1,33,-0.4,95,-3,-0.1,15,-3,1
Cn1cccc1C1(C(F)(F)F)NCCNC1=O (centres undefined),3,2,0,-1.8,95,-6,0.4,-6,2,2
COc1ccccc1N(CC(=O)NCC1CCCO1)C(=O)CNS(=O)(=O)c1ccc(C)cc1 (centres undefined),-3,-1,-4,2.0,102,-2,-0.2,19,0,-3
COc1ccc2c(CN3CCN(c4ccccc4OC)CC3)cc(=O)oc2c1,.,5,-5,0.0,103,-6,0.1,40,-3,12
CCNC(=O)C1(C)CCCN(Cc2ccc3ccccc3c2Br)C1 (centres undefined),1,-8,1,-1.9,98,-10,-0.1,1,-6,-13
C/C(=N\Nc1cc(-c2ccccc2)nc(-c2ccc(Br)cc2)n1)c1cccc(N)c1,-8,9,-1,-0.9,109,-8,-0.4,-6,8,12
O=C(O)[C@@H]1CC(O)CN1C(=O)CCc1c[nH]c2ccccc12 (some centres undefined),3,0,10,0.0,100,-3,-0.2,-2,-6,0
COc1ccc(CCNC(=O)COc2ccc(S(=O)(=O)N3CCOCC3)cc2)cc1OC,5,0,0,0.1,100,-7,-0.2,-6,0,4
N/C(=N\S(=O)(=O)c1ccc(Cl)cc1)N1CCOCC1,4,-1,0,0.5,96,-5,0.2,1,3,1
O=C(O)CSc1c2c(nc3cc(C(=O)Nc4cccc(C(F)(F)F)c4)ccc13)CCCC2,-9,4,2,0.3,103,-5,0.0,0,-2,0
CCn1nc(NC(=O)c2ccco2)c2cc3cc(C)ccc3nc21,-12,3,-2,-0.7,100,-6,0.6,-10,5,8
COC(=O)COc1cccc2c(=O)n(CC(=O)NCc3ccc(F)cc3)ccc12,.,18,8,-1.5,95,6,1.2,.,-1,31
CCCNC(=O)CSc1ccc(S(=O)(=O)N2CCCCC2)cn1,-11,1,1,0.4,96,-8,-0.1,1,-7,4
CCOC(=O)C(Cc1c(F)cccc1Cl)c1ccnc2nc(N)nn12 (centres undefined),0,1,-4,3.0,94,1,-0.3,-4,-9,-8
CCc1ccc2[nH]c(=O)c(CN(CCN(C)C)C(=O)Nc3ccccc3)cc2c1,6,0,8,-1.4,104,-4,0.9,-10,-1,11
Cc1ccc(C(=O)Nc2ccccc2C(=O)O)cc1NC(=O)COc1c(C)cccc1C,-5,1,8,-0.6,100,-10,1.0,-3,-7,3
CCOC(=O)C(C(=O)OCC)N(C#N)c1nc(N(C)C)nc(N(C)C)n1,1,2,-4,0.1,95,4,0.5,7,-4,-1
CCN1C(=O)[C@H]2[C@@H](c3ccc(C)cc3)N[C@]3(CCCN(CCC(C)C)C3=O)[C@H]2C1=O,-16,1,0,5.6,97,-10,0.0,10,11,-7
O=C(c1ccccc1Oc1ccccc1)N1CCN(c2ccccc2F)CC1,-2,-2,3,-0.4,90,.,0.4,-3,0,-2
# Continuation:
SMILES,PDI turbidity,N-glyco inh,Granule exo inh,iPSC survival up,ABCB6 inh MLPCN,CaV13 FRET inh,aDG glyco up,Vif inh,HTR2A ag,Cardio protect
O=C(CC1Nc2cccc3cccc(c23)NC1=O)Nc1ccc(F)cc1 (centres undefined),-5,4,0,0.9,102,-5,0.0,7,1,0
COc1cc(/C=C/C(=O)N2CCC=CC2=O)cc(OC)c1OC,1,14,-10,1.3,99,-4,0.5,12,13,-12
CCOc1cc(/C=C2\SC(=S)N(Nc3ccccc3)C2=O)ccc1O,-11,-1,8,0.0,230,-5,0.1,-5,-12,-27
COc1cccc(C(=O)N/N=C2\SCC(=O)N2Cc2ccc3c(c2)OCO3)c1,-2,-3,20,4.1,95,-5,0.1,12,0,3
NC(=O)COC(=O)c1ccc2c(c1)C(=O)N(Cc1ccco1)C2=O,-3,0,7,-0.6,101,-4,-0.1,1,4,8
CCOc1ccccc1CNS(=O)(=O)c1cc(-c2cc(C)no2)ccc1OC,3,1,16,-0.4,90,-4,0.0,-7,-1,-2
COc1ccc(C(=O)CSc2nc3cccnc3n2C)cc1,-4,-2,2,-0.9,89,-4,0.6,-13,-1,-6
O=C(Nc1cccn(Cc2c(F)cccc2Cl)c1=O)NC1CCCCC1,7,8,-5,-0.5,95,-4,0.7,0,-9,-7
N#CC(C(=O)c1ccccc1Cl)=C1SCCCS1,1,3,1,0.4,92,-3,0.0,-2,2,4
COC(=O)c1cc2ccsc2n1CC(=O)Nc1cc(C)cc(C)c1,1,0,0,1.4,99,.,-0.1,6,4,15
O=C(c1ccc(F)cc1)c1cccc(C(=O)c2ccc(F)cc2)n1,9,-2,0,-1.8,97,-6,0.5,-4,-4,-5
Cc1cc(C)cc(C(=O)N/N=C/c2ccoc2)c1,6,0,2,-0.3,109,.,0.1,-1,-4,-2
CCOC(=O)c1[nH]ncc1CN1CCN(Cc2ccccc2)C(CCO)C1 (centres undefined),4,0,1,-0.6,95,-17,0.1,0,-5,7
COc1ccc(C(C#N)c2ccc(=O)[nH]n2)cc1 (centres undefined),1,2,0,-1.3,102,5,0.2,-5,-1,-6
COc1ccc2[nH]c(C)c(C(=O)CN3CCc4cc(OC)c(OC)cc4C3)c2c1,-5,0,0,-2.0,113,.,-0.1,.,-3,2
Cc1oc2ccc(OCc3ccc(F)cc3Cl)cc2c1C(=O)O,-1,1,-6,-0.4,99,-3,0.2,-13,0,4
O=C(CCC(=O)N1CCN(c2ccc(F)cc2)CC1)c1ccc(Cl)cc1,-5,1,0,-0.4,100,-3,0.0,2,2,-5
Cc1cc(C)c2cc(CN(CCO)C(=O)NC3CCCCC3)c(=O)[nH]c2c1,6,6,17,0.3,92,-4,-0.2,0,-2,4
O=C(CCc1ccccc1)Nc1ccc2c(c1)OCCO2,-1,-5,-2,-3.3,91,-4,-0.1,1,0,-13
CCOC(=O)C(=CNc1cc(C(F)(F)F)ccc1N1CCOCC1)C(=O)OCC,2,-1,5,-0.8,98,-4,0.2,-4,1,8
NC(=S)NNC(=O)c1ccccc1,10,2,-4,2.1,95,-7,-0.2,4,6,-1
COc1ccc(NCc2nnc(SCC(=O)NCc3ccccc3)n2-c2ccccc2OC)cc1,-10,-2,20,4.5,114,.,0.2,13,-2,-1
CCOC(=O)N1CCN(C(=O)C2CCN(S(=O)(=O)c3ccc(NC(C)=O)cc3)CC2)CC1,5,1,-3,0.6,105,-7,-0.1,-7,-3,4
CC(=O)Nc1cccc(OCc2ccc(S(=O)(=O)Cc3ccccc3)cc2)c1,0,-2,-7,-0.5,103,-6,-0.7,-4,-2,-5
O=C(CCCCn1c(=O)c2ccccc2n(CC(=O)NC2CCCC2)c1=O)NC1CCCC1,7,-1,5,-2.1,95,0,0.1,-6,3,0

# Full records from above. Screens in order: PDI turbidity	N-glyco inh	Granule exo inh	iPSC survival up	ABCB6 inh MLPCN	CaV13 FRET inh	aDG glyco up	Vif inh	HTR2A ag	Cardio protect
# `CC(=O)Nc1cccc(OCc2ccc(S(=O)(=O)Cc3ccccc3)cc2)c1` reads 0	-2	-7	-0.5	103	-6	-0.7	-4	-2	-5
# `CCOC(=O)c1[nH]ncc1CN1CCN(Cc2ccccc2)C(CCO)C1` (centres undefined) reads 4	0	1	-0.6	95	-17	0.1	0	-5	7
# `COc1ccc(NCc2nnc(SCC(=O)NCc3ccccc3)n2-c2ccccc2OC)cc1` reads -10	-2	20	4.5	114	.	0.2	13	-2	-1

# Later entries
SMILES,PDI turbidity,N-glyco inh,Granule exo inh,iPSC survival up,ABCB6 inh MLPCN,CaV13 FRET inh,aDG glyco up,Vif inh,HTR2A ag,Cardio protect
COc1cc(OC)cc(C(=O)NCC(=O)OCC(=O)Nc2ncc(Cl)cc2Cl)c1,-4,-1,2,0.0,105,-2,0.0,-1,1,-7
Cn1c(C(=O)NCCCN2CCN(c3ccccc3F)CC2)cc2c(=O)[nH]c3ccccc3c21,-5,3,1,-1.0,93,-8,0.0,8,1,20
COc1ccccc1CCNC(=O)c1cc(-c2ccccn2)nc2ccccc12,-6,2,0,1.0,97,-7,-0.1,-18,7,13
COC(=O)N/N=C(\C)c1ccc(OC(F)F)cc1,-9,4,-1,-1.4,103,0,-0.3,0,0,-10
CN(CC(=O)N1CCc2ccccc2C1)c1ccccc1,5,0,-11,1.3,100,-4,-0.1,6,1,-1
Cc1cc(Nc2nnnn2-c2ccccc2)n(-c2ccccc2)n1,-4,-2,4,-2.2,98,-3,0.1,0,-1,-4
CCC1(c2ccc(Cl)cc2)NC(=O)N(CC(=O)NC2(C#N)CCCCC2)C1=O (centres undefined),-3,3,1,0.1,104,-4,-0.1,-1,1,3
Clc1ccccc1CO/N=C1\CCCc2nonc21,-1,-2,0,0.7,98,-8,-0.3,13,-2,-3
O=C(NCc1ccccc1)c1cc(=O)nc2sc(-c3ccccc3)nn12,0,2,4,-2.7,109,-4,-0.1,-5,4,7
Cc1ccccc1NC(=O)Cn1cnc2c(oc3nc4c(cc32)COC(C)(C)C4)c1=O,-3,4,1,3.9,101,-19,0.0,1,0,4
O=C1CSCc2nc3ccccc3n21,1,-1,6,-1.0,105,-9,0.1,-4,0,1
CCN(CC)P(=O)(Nc1ccc([N+](=O)[O-])cc1)c1c(C)nn(CCC#N)c1NC(=O)c1ccc(Cl)cc1 (centres undefined),9,0,2,-0.5,98,-3,-0.2,10,4,-2
O=C(NC1CCc2ccccc21)c1cc(COc2cncc(Cl)c2)on1 (centres undefined),3,-3,4,-0.2,100,-3,1.2,-2,4,-8
CCc1c(C)sc(NC(=O)OC)c1C(=O)N1CCOCC1,2,3,4,1.3,90,-5,-0.1,.,-5,8
CC(C)(C)OC(=O)N[C@@H](CCCCNC(=O)OCc1ccccc1)c1nnc([C@H](CCCCNC(=O)OCc2ccccc2)NC(=O)OC(C)(C)C)o1,-2,-2,4,-2.1,94,.,-0.1,.,-3,2
COc1cccc(/C=N/n2c(C3CCCCC3)n[nH]c2=S)c1O,7,0,-7,-0.3,98,.,0.0,4,2,0
O=C(NCCc1ccccc1)c1ccc(-c2cccnc2)c2ccoc12,-19,-6,-8,-1.3,96,-11,0.5,-12,-3,12

# Source: PubChem
